High-throughput results as filed in PubChem BioAssay.
DT40 TDP1 no CPT: qHTS for Inhibitors of human tyrosyl-DNA phosphodiesterase 1 (TDP1): qHTS in cells in absence of CPT; DT40 Tdp1-/- hTDP1 cells, no CPT, ATP luminescence, 48 h; Potency, µM (doses to about 46.2 µM), without a hit: top-dose activity change, negative = growth inhibition, usual class: inhibitors; actives 15% (n = 420,000); AID 686978, 2013; also: nearly all actives have a fitted effect of over 55% in size
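Compound effects on proliferation are scored in DT40 Tdp1-/-;hTDP1 cells in the absence of CPT. ATP levels (CellTiter-Glo luminescence) are recorded after a ≥48 hr, 37 °C incubation.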
GCN5L2 inh: inhibitors of human GCN5L2 histone acetyltransferase | GCN5L2 HAT assay, ThioGlo1 CoA-SH fluorescence | Potency, µM (top dose mostly 58.9 µM), without a hit: top-dose activity change, negative = inhibition, usual class: inhibitors | actives 0.21% (n = 390,000) | AID 504327
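Fluorescence readout, Ex340nm/Em540nm: ThioGlo1 (50uM final) reacts with free CoA thiol released as 20nM GCN5L2 acetylates H3(1-25) peptide (75uM) using acetyl-CoA (70uM). Compound and enzyme sat 15 min beforehand; 20 min room-temperature reaction.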
TDP1 inh: TDP1 (human) enzyme inhibition. actives 0.28% (n = 350,000). AID 485290. Potency, µM (top dose mostly 130 µM), without a hit: top-dose activity change, negative = inhibition, actives largely listed as inhibitors. recombinant TDP1, AlphaScreen DNA substrate cleavage. Q9NUW8; also: nearly all actives have a fitted effect of over 40% in size
Target sequence (Q9NUW8 whole entry, looked up): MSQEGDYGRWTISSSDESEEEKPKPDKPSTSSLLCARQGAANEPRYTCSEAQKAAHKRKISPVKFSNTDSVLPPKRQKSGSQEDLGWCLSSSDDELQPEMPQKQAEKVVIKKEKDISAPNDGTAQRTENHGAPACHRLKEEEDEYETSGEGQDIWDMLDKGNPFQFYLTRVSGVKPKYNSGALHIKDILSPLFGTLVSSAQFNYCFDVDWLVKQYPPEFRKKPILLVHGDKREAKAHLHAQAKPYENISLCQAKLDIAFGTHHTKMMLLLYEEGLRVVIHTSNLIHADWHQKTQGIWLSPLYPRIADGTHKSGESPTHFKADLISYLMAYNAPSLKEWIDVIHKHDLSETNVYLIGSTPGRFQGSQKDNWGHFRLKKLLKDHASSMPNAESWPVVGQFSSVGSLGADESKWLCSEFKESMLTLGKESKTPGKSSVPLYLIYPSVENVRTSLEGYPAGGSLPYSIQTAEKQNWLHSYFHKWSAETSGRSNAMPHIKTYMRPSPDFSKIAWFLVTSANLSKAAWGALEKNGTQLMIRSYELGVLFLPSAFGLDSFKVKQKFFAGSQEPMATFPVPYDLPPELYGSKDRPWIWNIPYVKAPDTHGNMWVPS
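Recombinant E. coli-expressed Tdp1 (1 nM) preincubated with compound 15 min at RT, then 5'-biotin/3'-phosphotyrosine-FITC DNA substrate (15 nM) added for 5 min. AlphaScreen beads (10 ug/ml) added, 10 min RT; tyrosine-FITC cleavage read as signal loss.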
An asterisk follows results filed as active; u = inconclusive; x = no result given; & = joins results of further samples; ! = a repeat was not active; [ ] = remark or other dose. Calls follow the shape of the dose curve; as a rule, active = well fitted curve in the direction sought with a large enough effect; inconclusive = small, poorly fitted or top-dose-only effect, or another doubt; inactive = no such curve, though single readings can be large; an effect the other way counts as inactive or inconclusive. % is scaled to controls: 0 for no effect and ±100 for the full control effect; potency is read from the fitted curve at half-maximal effect. An excerpt, so the mix of outcomes need not match the whole.

Below each compound: TDP1 inh | GCN5L2 inh | DT40 TDP1 no CPT
O=C1CN(C(=O)COC(=O)c2ccccc2NC(=O)c2ccco2)c2ccccc2N1
    7% | -7% | u
CCC(=O)N(Cc1ccco1)c1nc(-c2cc(OC)ccc2OC)cs1
    0% | -6% | u
O=C(CSc1nc2ccc([N+](=O)[O-])cc2[nH]1)NC1CCCCCC1
    3% | -1% | u
CC(=O)Nc1ccc(SCc2c(C)noc2C)cc1
    x | -7% | 9%
CCNc1nc(NCC)nc(N(C)N)n1
    4% | -7% | u
Cc1ccc(OCC(=O)N(Cc2ccccc2)c2c(N)n(Cc3ccccc3)c(=O)[nH]c2=O)c(C)c1
    1% | 0% | -9%
Cc1nc2oc3ccc(F)cc3c(=O)c2cc1C(=O)NC(C)(C)C
    -3% | 1% | -16%
Cc1ccc(C(=O)c2oc3ccccc3c2NC(=O)COc2ccc(C(C)(C)C)cc2)cc1
    -3% | -3% | -6%
CCCCCCCCCCCCCCCCOCC(CO)OC (centres undefined)
    6%&8% | -4% | -7%[4.12 µM]
Nc1nc(-c2ccc(F)cc2)cc(C(F)(F)F)n1
    5% | 0% | -3%
COC(=O)c1cccc(S(=O)(=O)N2CCC(c3nc4ccccc4o3)CC2)c1
    -2% | 2% | -21%
CCN(CC)CCCCCC(=O)Nc1ccccc1C(=O)Nc1ccccc1
    8% | -1% | 7%
CCC(OC(=O)c1ccco1)C(=O)NCc1ccc(OC)cc1 (centres undefined)
    6% | 0% | -11%
N#Cc1cccc(S(=O)(=O)NNC(=O)C23CC4CC(CC(C4)C2)C3)c1
    0% | -6% | -27%
CCS(=O)(=O)N1Cc2ccccc2CC1C(=O)Nc1cccc(C)c1 (centres undefined)
    0% | 1% | u
CC(C)Oc1ccc(CNC(=O)Cc2ccc(NC(=O)N3CCSc4ncccc43)cc2)cc1
    8% | -13% | 16µM*
CCc1cccc(N(C)C(N)=Nc2cccc3ccccc23)c1
    x | -1%&-2%&-14% | 15µM*!
CCCC(=O)N1c2ccccc2NC2=C(C(=O)CCC2)C1c1ccc(F)cc1 (centres undefined)
    -3% | -3% | -8%
O=C(NN1C(=O)C2C3C=CC(C3)[C@H]2C1=O)c1cccnc1 (some centres undefined)
    5% | -15% | 3%
CCc1ccc(Oc2c(C(F)(F)F)oc3c(CN4CCC(C)CC4)c(O)ccc3c2=O)cc1
    4% | -4% | -25%
O=C(N/N=C/c1c[nH]c2ccccc12)c1cc2ccccc2o1
    -1% | -11% | 15µM*
NC(CC(=O)O)c1ccc(Br)cc1 (centres undefined)
    -2% | -22% | 4%
N#CCc1cnc2ccccc2n1
    1% | -1% | -3%
O=C(CSCCc1ccccn1)Nc1cccnc1Cl
    0% | 3% | 0%
O=c1c2ccccc2nc2sc(Nc3ccc(F)cc3)nn12
    56µM* | -2% | x
CCOC(=O)c1c(-c2ccccc2)csc1NC(=O)CSc1nncs1
    5% | -6% | 16µM*
CCCCC(=O)N/N=C(\C)c1cccc(NC(=O)C2CC2)c1
    3% | 1% | 0%
Cc1ccc(C)c(OCCCCn2ccnc2)c1
    5% | 0% | u
C[C@H](CO)N1C[C@H](C)[C@@H](CN(C)S(=O)(=O)c2cn(C)cn2)Oc2c(NS(=O)(=O)c3ccccc3)cccc2C1=O
    2% | -1% | -10%
COCCN(C(=O)CC1C(=O)NCCN1CC(c1ccccc1)c1ccccc1)C(C)C (centres undefined)
    6% | -4% | -1%
CC1CCC2(CC1)NC(=O)N(CC(=O)Nc1ccc3c(c1)CCC3)C2=O (centres undefined)
    4% | -15% | u
N#C/C(=C\c1cccc([N+](=O)[O-])c1)c1ccccn1
    8% | -3% | 15µM*
COc1ccccc1C(=O)C1CCCN(C(=O)CSc2ccccn2)C1 (centres undefined)
    0% | -7% | u
CCc1cc2c(=O)n(CC)c(SC(C)C(=O)Nc3c(C)n(C)n(-c4ccccc4)c3=O)nc2s1 (centres undefined)
    0% | 0% | u
COc1ccc(OC)c2[nH]c(=O)c(CCNC(=O)c3cccs3)cc12
    -2% | -4% | -14%
CCN(CC(=O)Nc1c(F)cccc1F)C(=O)c1ccc(S(=O)(=O)N2CCC(C)CC2)cc1
    -10% | -1% | -15%
CCC(C)Sc1nc2c(cnn2-c2ccc(F)cc2)c(=O)[nH]1 (centres undefined)
    x | -21% | -25%
Cc1ccc(N2C(=O)C3C4CC(=O)C(c5ccccc54)C3C2=O)cc1C (centres undefined)
    0% | 4% | u
CN(Cc1ccc2ccccc2c1)C(=O)c1ccc(C(F)(F)F)cc1
    -5% | -9% | -22%
O=C(NC(=S)N1CCN(Cc2ccccc2)CC1)c1ccccc1
    -3% | 3% | -12%
CN(c1ccc(C(=O)N2CCCCC2)cc1)S(=O)(=O)c1ccccc1
    1% | -4% | 8.2µM*
Cc1cc(C)c(C#N)c(SCc2cc3c(cc2Cl)OCO3)n1
    -3% | 4% | -21%
CC1(C)CC(N(Cc2cccs2)C(=O)c2ccco2)CCO1 (centres undefined)
    9% | 2% | -2%
COc1ccc(NC2=C(c3ccc(C(F)(F)F)cc3)C(=O)c3ccccc32)cc1
    8% | -6% | u
Cc1ccc(OCC(O)CN2CCN(CC(O)COc3ccc(C)cc3)CC2)cc1 (centres undefined)
    0% | -2% | u
CCc1onc(C)c1C(=O)Nc1ccc(N2CCOCC2)cc1
    1% | 3% | 1%
CCN(C(=O)Cc1c(C(=O)O)n(C)c2ccccc12)c1ccc(F)cc1
    2% | 0% | 4%
c1nnn(C23CC4CC(CC(C4)C2)C3)n1
    -1% | 0% | 5%
O=C(NNC(=O)c1cc(Br)c(Br)s1)c1ccncc1
    2% | -1% | -4%
COCCNC(=O)C1CCN(C(=O)C2CC(=O)N(c3ccc(C)cc3)C2)CC1 (centres undefined)
    3% | -4% | -29%

Further structures.
Below each compound: TDP1 inh | GCN5L2 inh | DT40 TDP1 no CPT
CCOc1cc(NC(=S)NCCCN2CCOCC2)c(OCC)cc1NC(=O)C1CC1
    -1% | -1% | -9%
Cc1ccc(-c2cc(C(=O)N/N=C/c3c[nH]c4ccccc34)[nH]n2)cc1
    5% | -10% | 2.6µM*
Cc1ccc(S(=O)(=O)N2CCOC2CNC(=O)C(=O)NCCc2ccc(S(N)(=O)=O)cc2)cc1 (centres undefined)
    1% | -10% | u
O=C(N/C(=C\c1ccc([N+](=O)[O-])cc1)C(=O)N1CCOCC1)c1ccco1
    8% | -3% | 13%
CCOc1ccccc1NC(=O)CCn1c(-c2ccc(OC)cc2)cc(C(C)=O)c1C
    2% | -8% | u
CC(OC(=O)Cc1c[nH]c2ccccc12)C(=O)N(C)c1ccccc1 (centres undefined)
    x | 3% | -24%
O=C(CN1C(=O)/C(=C2\SC(=S)N(C3CCS(=O)(=O)C3)C2=O)c2ccccc21)Nc1ccc(F)cc1 (centres undefined)
    3% | -4% | u
COc1ccccc1/C=N/N1C(=O)C2C3C=CC(CC3)C2C1=O (centres undefined)
    0% | -8% | -15%
Cc1cc(O)c(C2(O)C(=O)Nc3cc(Br)ccc32)cc1C (centres undefined)
    x | 0% | -41%
Cc1cc(C)cc(OCC(=O)N(Cc2cccs2)C2CCS(=O)(=O)C2)c1 (centres undefined)
    2% | 5% | 0%
CC(C)c1cc(C(=O)OCC(=O)NC(=O)NCc2ccco2)c(O)c(C(C)C)c1
    3% | -22% | u
Cc1ccc(S(=O)(=O)CCC(=O)OCC(=O)Nc2ncc(Cl)cc2Cl)cc1
    0% | -10% | -3%
O=C(C1CCCCC1)N1CCCC(c2nc(-c3ccc(F)cc3)no2)C1 (centres undefined)
    6% | 2% | u
O=C(O)CCN1C(=O)C(=C2CCCCCC2)SC1=S
    -1% | -13% | -5%
CCc1c(C)sc2nc(SCC(=O)Nc3cc(C)on3)n(CCOC)c(=O)c12
    2% | 0% | 1.2µM*
CCOc1cccc(C=NCCc2ccc(OC)c(OC)c2)c1O
    4% | -5% | -5%
CCOC(=O)c1cc(CC)sc1NC(=O)COC(=O)c1cc[n+]([O-])cc1
    0% | -3% | 7%
COc1ccc(C(=O)N2CC(=O)Nc3ccc(C)cc3C2c2ccc(F)cc2)c(OC)c1 (centres undefined)
    0% | -2% | u
O=C(CSc1ccc2ccccc2c1)Nc1ccc(S(=O)(=O)Nc2nccs2)cc1
    11% | -10% | -27%
CCC(C)c1ccccc1NC(=O)COC(=O)CCc1cc(OC)c(OC)c(OC)c1 (centres undefined)
    3% | 1% | -19%
Cc1ccc2nc3n(c(=O)c2c1)-c1ccccc1C(=O)NC3Cc1ccc(O)cc1 (centres undefined)
    1% | 4% | x
COc1cc(-c2[nH]ncc2CN2CCN(Cc3cccs3)CC2)cc(OC)c1OC
    0% | -15% | 21µM*
O=C(OCC(=O)N1CCc2ccccc21)c1ccncc1
    3% | -3% | 2%
CC1Oc2ccccc2N(CC(=O)NC2CCCC2)C1=O (centres undefined)
    x | -3% | -2%
CCOC(=O)CNC(=O)Cc1ccc(Cl)cc1
    5% | -1% | -13%
O=C(Nc1cccc(-c2nc3cccnc3s2)c1)c1ccco1
    9% | 1% | u
CCCc1c(O)nc(SC2CC(=O)N(c3ccc(OC)cc3)C2=O)[nH]c1=O (centres undefined)
    6% | -4% | u
COc1ccc(Cn2nc(C(=O)O)c3ccccc3c2=O)cc1F
    x | -2% | -26%
CCCCNC(=S)Nc1cccc(C(C)=O)c1
    0% | 0% | u
O=C(Nc1nnc(/N=C/c2ccco2)s1)c1ccc(F)cc1
    3% | -21% | u
CCCNS(=O)(=O)c1cc2c3c(c1)C(C)C(=O)N3CCC2 (centres undefined)
    2% | 2% | 6%
COCc1cc(C2C(C(=O)c3ccco3)=C(O)C(=O)N2CCOCCO)ccc1O (centres undefined)
    -7% | -6% | -7%
CCOc1cc2[nH]c(=S)n(Cc3ccc(C(=O)N4CCN(C)CC4)cc3)c(=O)c2cc1OCC
    5% | -23% | 16µM*
CCN(CC)S(=O)(=O)c1cc(C(=O)O)c(Cl)cc1Cl
    5% | -1% | 18%
COc1cccc(C(=O)NCCS(=O)(=O)N2CCCC2)c1
    -1%[0.505 µM] | -16% | -4%
Cc1ccc(S(=O)(=O)N2CCN(C(=O)c3ccc4ccccc4n3)CC2)c(C)c1
    -2% | 2% | u
O=C(NCCCO)NC12CC3CC(CC(C3)C1)C2
    8% | -22% | -11%
Cc1ccc(CN2CCC(n3nccc3NC(=O)CCCc3ccccc3)CC2)o1
    1% | -16% | -21%
CS(=O)(=O)c1ccccc1C(=O)Nc1cc2c(cc1C(=O)O)OCCCO2
    3% | -1% | 3%
CCn1cc(C(=O)NCCC(=O)OC)c(=O)c2cc3c(cc21)OCO3
    x | -3% | -2%

Four entries from above, set out differently:
Cc1ccc(CN2CCC(n3nccc3NC(=O)CCCc3ccccc3)CC2)o1
- TDP1 inh: 1%
- GCN5L2 inh: -16%
- DT40 TDP1 no CPT: -21%

Cc1ccc(S(=O)(=O)N2CCN(C(=O)c3ccc4ccccc4n3)CC2)c(C)c1
- TDP1 inh: -2%
- GCN5L2 inh: 2%
- DT40 TDP1 no CPT: u

CCCNS(=O)(=O)c1cc2c3c(c1)C(C)C(=O)N3CCC2 (centres undefined)
- TDP1 inh: 2%
- GCN5L2 inh: 2%
- DT40 TDP1 no CPT: 6%

COCc1cc(C2C(C(=O)c3ccco3)=C(O)C(=O)N2CCOCCO)ccc1O (centres undefined)
- TDP1 inh: -7%
- GCN5L2 inh: -6%
- DT40 TDP1 no CPT: -7%

Next part
Below each compound: TDP1 inh | GCN5L2 inh | DT40 TDP1 no CPT
CCOC(=O)c1c(NC(=O)c2ccc(Br)o2)sc(C)c1CC
    u | -8% | u
CCCCn1c(N)c(N(CCOC)C(=O)C2CCN(C(=O)c3ccc(F)cc3)CC2)c(=O)[nH]c1=O
    x | -7% | 5%
CCOC(=O)c1c(NC(=O)/C(C#N)=C/c2ccc(OC)cc2)sc2c1CCC2
    -1%[12.3 µM] | -9% | -9%
CCC(C(=O)NCC1CCCO1)N(Cc1ccc(F)cc1)C(=O)CNS(=O)(=O)c1ccccc1 (centres undefined)
    x | -1% | -19%
Cc1ccccc1CC(=O)NCc1cccnc1
    3% | 1% | -5%
O=C(Nc1cc(S(=O)(=O)N2CCOCC2)ccc1N1CCOCC1)c1ccccc1[N+](=O)[O-]
    1% | -2% | 6%
Nc1c(S(=O)(=O)c2cc(Cl)ccc2Cl)c2nc3ccccc3nc2n1CCN1CCOCC1
    3% | -6% | u
